Bioassay records (PubChem BioAssay)
proCasp3 act: activators of human procaspase-3 D3A mutant, primary screen, biochemical, absorbance, PC-3 D3A mutant, single concentration; Caspase-3 (Homo sapiens), P42574; recombinant procaspase-3 D3A, Ac-DEVD-pNA absorbance 405 nm; activation, % at 8.5 µM; 330,000 tested, 0.11% active; AID 463141, 2010;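 active means activation above the mean of all tested compounds plus 3 SD, cut at about 21% in these data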;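 further: 0% = DMSO alone and 100% = DMSO wells spiked with extra 5 µM PC-3 D3A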
Target sequence (P42574 whole entry D9A/D28A/D175A): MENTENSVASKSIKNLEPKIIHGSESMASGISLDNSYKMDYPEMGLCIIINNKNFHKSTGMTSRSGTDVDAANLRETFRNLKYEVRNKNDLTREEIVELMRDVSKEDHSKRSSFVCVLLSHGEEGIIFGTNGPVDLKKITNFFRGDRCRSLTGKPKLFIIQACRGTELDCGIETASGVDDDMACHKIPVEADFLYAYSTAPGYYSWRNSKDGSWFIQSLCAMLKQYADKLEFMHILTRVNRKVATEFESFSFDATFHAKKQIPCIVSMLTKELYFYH
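Assay system – Procaspase-3 D3A mutant · Benchmarks – DMSO low control, extra-enzyme high control · Technique – 405 nm absorbance of p-nitroaniline, reads at 0 and 120 min · Doses – 8.5 µM nominal · Measure – % activation between DMSO and enzyme-spiked controls · Also added – Ac-DEVD-pNA chromogenic peptide substrate · Schedule – 1 h compound preincubation, 2 h substrate hydrolysis at 25 °C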
HCV core dimer: inhibitors of HCV core protein dimerization, primary screen, biochemical, TR-FRET, high-throughput; 300,000 tested, 0.33% active; TR-FRET GST/Flag-core106 dimerization, 1536-well; inhibition, % at 5 µM;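 active means inhibition above the mean of all tested compounds plus 3 SD, set per screening campaign, cut at about 45% in these data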
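Material: GST/Flag-tagged HCV core106 proteins. Incubation: 4 h, 22.5 °C incubation. Read-out basis: inhibition (%) from 671 over 617 nm ratio. Measured by: TR-FRET, excitation 340 nm, emission 617 and 671 nm.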
Fh CTSL1 inh: Fasciola hepatica cathepsin L1 inhibitors, primary screen, counter-screen for PFM18AAP inhibitor project, biochemical, QFRET, fluorogenic peptide substrate; inhibition, % at 5.96 µM; recombinant F. hepatica cathepsin L1, Z-Leu-Arg-MCA fluorescence; AID 1906, 2009; 300,000 tested, 0.49% active;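 active means inhibition above the mean of all tested compounds plus 3 SD, set per screening campaign, cut at about 17% in these data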;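 further: 0% = plate median of test compound wells and 100% = 1 µM Z-Phe-Ala-diazomethylketone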
PP1 inh: PP1-alpha phosphatase inhibitors, primary screen, counter-screen for PP5 inhibitor project, biochemical, fluorescence, OMFP substrate, single point | Serine/threonine-protein phosphatase PP1-alpha catalytic subunit (Homo sapiens), P62136 | purified PP1alpha | inhibition, % at 6.7 µM | 320,000 tested, 0.9% active;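 active means inhibition above the mean inhibition of all tested compounds plus 3 SD, computed separately for each screening campaign, cut at about 15% in these data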
Target sequence (P62136 whole entry, looked up): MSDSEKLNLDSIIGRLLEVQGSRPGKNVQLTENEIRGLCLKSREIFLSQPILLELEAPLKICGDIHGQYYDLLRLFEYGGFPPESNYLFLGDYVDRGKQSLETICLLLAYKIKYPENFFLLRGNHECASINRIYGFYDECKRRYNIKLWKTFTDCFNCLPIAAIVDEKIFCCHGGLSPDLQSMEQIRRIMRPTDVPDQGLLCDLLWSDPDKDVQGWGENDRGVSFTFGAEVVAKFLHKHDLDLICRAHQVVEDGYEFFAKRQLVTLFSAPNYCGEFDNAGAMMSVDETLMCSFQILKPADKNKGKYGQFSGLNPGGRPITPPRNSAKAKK
PP5 primary: PP5 phosphatase inhibitors, primary screen, biochemical, fluorescence; Serine/threonine-protein phosphatase 5 (Homo sapiens), P53041; purified PP5c, OMFP substrate fluorescence; inhibition, % at 6.7 µM; 320,000 tested, 0.18% active; AID 1987, 2009;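 active means inhibition above the campaign's mean inhibition across all tested compounds plus 3 SD, cut at about 9.5% in these data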;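 further: 0% = DMSO only and 100% = 100 µM cantharidin control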
Target sequence (P53041 whole entry, looked up): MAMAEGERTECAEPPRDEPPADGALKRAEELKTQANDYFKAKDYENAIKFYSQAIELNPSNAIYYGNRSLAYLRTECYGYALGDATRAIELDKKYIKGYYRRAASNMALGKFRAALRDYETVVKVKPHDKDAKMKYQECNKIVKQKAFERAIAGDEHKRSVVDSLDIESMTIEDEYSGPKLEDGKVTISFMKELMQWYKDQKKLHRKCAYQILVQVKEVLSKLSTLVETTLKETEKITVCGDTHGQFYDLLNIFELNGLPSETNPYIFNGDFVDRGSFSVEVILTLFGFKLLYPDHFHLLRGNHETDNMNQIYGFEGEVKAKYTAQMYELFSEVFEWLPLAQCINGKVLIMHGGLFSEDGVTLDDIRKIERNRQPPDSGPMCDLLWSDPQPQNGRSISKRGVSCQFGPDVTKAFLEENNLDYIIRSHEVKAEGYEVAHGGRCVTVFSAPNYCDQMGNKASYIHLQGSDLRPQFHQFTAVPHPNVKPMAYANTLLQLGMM
Efflux pump inh: inhibitors of Candida efflux pumps in yeast, primary screen, S. cerevisiae, Nile Red, multiplex; S. cerevisiae Candida pump triplex; inhibition, % at 10 µM; 330,000 tested, 0.44% active;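 active means plate passing quality check with inhibition over a set limit, or well fluorescence over plate mean plus 4 SD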;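 further: Nile Red retained in pooled yeast measured as flow cytometry median fluorescence; 0% = buffer negative control and 100% = Enniatin B positive control; higher means more Nile Red kept so more efflux inhibition; some compounds called inactive have numbers as strong as hits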
TPT1 inh: Candida albicans TPT1 enzyme inhibitors, primary screen, biochemical, fluorescence polarization; inhibition, % at 5 µM; 300,000 tested, 0.81% active; recombinant caTPT1, FP RNA substrate dephosphorylation; tRNA 2'-phosphotransferase TPT1 (Candida albicans SC5314);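 active means inhibition above the mean of all tested compounds plus 3 SD, set per screening campaign, cut at about 24% in these data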;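 further: plate controls were DMSO alone for no effect and ferristatin control at 100 nM for full effect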
JMJD2C inh: inhibitors of GASC-1 histone demethylase, primary screen, biochemical, fluorescence, DELFIA europium | Lysine-specific demethylase 4C (Homo sapiens), Q9H3R0 | GST-JMJD2C(1-420) H3K9me3 demethylation | inhibition, % at 2.35 µM | 330,000 tested, 0.069% active | AID 2099, 2009;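 active means more than half of a compound's replicate wells show inhibition beyond 50%, single wells judged on their own value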;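 further: signal counts dimethyl H3K9 product captured on neutravidin plate; 0% = median of DMSO wells and 100% = 0.3 times that DMSO median; strong numbers were not always called active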
proCasp7 act: procaspase-7 activators, primary screen, counter-screen for procaspase-3 activator project, biochemical, absorbance, HTS, human. recombinant procaspase-7, Ac-DEVD-pNA absorbance 405 nm; D23A/D198A/D206A triple mutant, cannot self-cleave; scale: DMSO 0, 5 µM enzyme 100. 330,000 tested, 0.093% active. activation, % at 8.5 µM. AID 463210, 2010. Caspase-7 (Homo sapiens), P55210;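 active means percent activation above the screen-wide mean plus 3 SD, cut at about 25% in these data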
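System: Uncleavable procaspase-7 mutant enzyme; Amount: 2 µM procaspase-7 mutant as dispensed; Schedule: 1 h compound preincubation, 2 h substrate cleavage, 25 °C; Measured by: 405 nm absorbance of p-nitroaniline; Evaluation: percent activation from buffer-corrected 0–120 min absorbance change; Control set: low DMSO alone, high DMSO plus 5 µM PC-7.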
* = called active by the depositor; nt = not tested or not shown.

#	mol	JMJD2C inh	Fh CTSL1 inh	PP1 inh	proCasp3 act	PP5 primary	Efflux pump inh	proCasp7 act	TPT1 inh	HCV core dimer
1	Nc1cc(=O)[nH]c(SCC(=O)Nc2ccc([N+](=O)[O-])cc2)n1	86	2	-3	-13	0.7	-0.1	2	-4	0
2	Cn1c(=O)c2c(nc(NC(Cc3ccccc3)C(=O)O)n2Cc2ccccc2)n(C)c1=O (stereo unspecified)	3	0	-2	-1	0.2	-0.1	5	13	8
3	COc1ccc(C2c3sc(=O)[nH]c3SC3C(=O)N(c4ccccc4)C(=O)C32)cc1 (stereo unspecified)	5	-1	-2	-8	4.8	0.3	-6	5	-5
4	Cc1ccc(CNC(=O)[C@H](C)N2C(=O)N3CCc4c([nH]c5ccccc45)[C@@]3(C)C2=O)cc1	4	2	10	-5	4.3	0.0	7	-1	-3
5	Cn1c(SCC(=O)NC(C)(C)C)nc(O)cc1=O	9	-3	-7	7	-0.1	-0.1	13	4	2
6	CSc1nnc(SCC(=O)N(C)c2c(N)n(Cc3ccccc3)c(=O)[nH]c2=O)s1	2	1	-3	6	-2.9	0.0	14	1	0
7	Cc1ccccc1OCCNc1cc(N2CCNCC2)ccc1[N+](=O)[O-]	-15	3	4	2	2.0	0.0	-2	-5	-9
8	CN1CC(=O)N(CC(=O)NCCc2ccc(F)cc2)c2ccccc2C1=O	6	-2	0	-2	-1.9	-0.1	-2	-1	-2
9	COCc1nnc(SCC(=O)Nc2cccc(Cl)c2C)n1-c1ccccc1	-30	-2	-2	2	-0.1	0.1	11	-3	-4
10	COC(=O)c1cc(NS(=O)(=O)c2ccc3c(c2)CCC(=O)N3)cc(C(=O)OC)c1	7	0	-1	1	3.8	0.3	0	1	-4
11	COc1ccc(-c2nc3ccc(C(=O)NCC(OC)OC)cc3nc2-c2ccc(OC)cc2)cc1	6	0	2	2	0.3	0.2	2	1	0
12	CC(NC(=O)c1ccccc1)C(=O)N/N=C/c1cccc([N+](=O)[O-])c1 (stereo unspecified)	-29	0	-1	-6	-0.4	0.0	-5	-6	-1
13	Cc1sc2ncnc(OCC(=O)N3CCN(C(=O)c4ccco4)CC3)c2c1C	-12	9	-3	7	2.2	-0.4	11	3	2
14	CCCN(CC(=O)Nc1ccccc1OC)C(=O)CN1C(=O)NC2(CCCCC2)C1=O	-6	nt	2	2	1.9	-0.1	-3	nt	nt
15	Cc1nnc(SCc2nc3ccccc3[nH]2)s1	30	-1	-2	0	0.2	-0.1	8	0	-3
16	O=C1C2C3C=CC(C3)C2C(=O)N1c1cccc(-c2nc3ccccc3o2)c1 (stereo unspecified)	8	-1	-1	13	3.1	0.2	0	1	-2
17	O=C(CSc1nc2ccccc2o1)NCc1ccc2c(c1)OCO2	6	-4	-1	4	3.6	0.0	3	2	13
18	Cc1ccc(S(=O)(=O)N2Cc3ccccc3CC2C(=O)Nn2cnnc2)cc1 (stereo unspecified)	5	-4	-1	9	0.6	0.0	9	-3	-1
19	CCCc1nc2oc3cc(OC)ccc3c(=O)c2c(=O)n1Cc1ccco1	5	8	4	-88	0.3	0.0	-9	18	12
20	CN(C(=O)CSc1nnc(-c2ccc3c(c2)OCO3)o1)C1CCS(=O)(=O)C1 (stereo unspecified)	0	nt	-3	4	2.4	0.1	4	nt	nt
21	Cc1ccc(C)c(Cn2nnc3c(=O)[nH]c(C4CCN(C(=O)c5cccs5)CC4)nc32)c1	5	0	5	4	5.5	-0.2	1	2	26
22	c1ccc2nc(N3CCOCC3)c(N3CCOCC3)nc2c1	6	3	-4	1	1.9	0.1	3	-3	-3
23	COCCC(=O)N1CCC(Oc2ccc(C(=O)NCCCC3CCCC3)cc2)CC1	-2	6	-5	0	-5.2	-0.1	4	1	1
24	Cc1c(NS(=O)(=O)c2ccc(NCC3CCCO3)c([N+](=O)[O-])c2)c(=O)n(-c2ccccc2)n1C (stereo unspecified)	1	-7	1	-2	-1.4	0.1	3	-1	-1
25	Cc1ccccc1/C=N/NC(=O)Cn1cnc([N+](=O)[O-])n1	-5	1	-4	-1	0.2	0.1	3	1	-1
26	COc1ccc(NC(=O)Cc2c[nH]c3ccccc23)cc1S(=O)(=O)N1CCOCC1	-4	3	-2	-5	1.2	-0.2	2	-3	-3
27	c1cnc(-c2nnc3n2CCCCC3)cn1	-9	0	-3	9	-2.1	0.1	-10	3	1
28	O=C(Nc1nc(-c2ccccn2)cs1)c1ccc2c(c1)OCCO2	-22	-5	39*	8	3.9	-0.3	8	-3	-1
29	COc1ccc(C(C(=O)NCCC(C)C)N(CCO)C(=O)c2snc(C(N)=O)c2N)cc1 (stereo unspecified)	13	7	-3	3	2.6	-0.1	-2	-2	-7
30	COc1cccc(C(=O)Nc2ccc(S(=O)(=O)Nc3onc(C)c3C)cc2)c1	-1	1	-1	2	2.3	0.0	7	2	1
31	CCOC(=O)c1nnc(-c2ccccc2)nc1N1CCSCC1	-2	-1	-4	5	-1.4	0.1	-1	-5	10
32	CCc1noc(C)c1C(=O)N1CCN(c2cccc(C)c2C)CC1	-5	1	-1	12	-0.2	0.0	3	-2	5
33	Cc1ccc(C(=O)Nc2ccccc2C(=O)NC(C(=O)O)C(C)C)cc1 (stereo unspecified)	-8	3	-2	6	0.2	0.1	-5	0	0
34	CC1CCc2c(C(=O)Nc3ccc(N4CCOCC4)cc3)csc2C1 (stereo unspecified)	-3	-3	-2	-3	2.6	0.1	0	0	0
35	CCCOC(=O)CSc1nnc(-c2ccccc2Cl)o1	3	3	2	0	1.1	0.1	9	1	1
36	NC(=O)NOCc1c(Cl)cccc1Cl	-23	-3	1	3	1.3	0.0	0	0	0
37	CCOC(=O)c1ccc(NNC(=O)CC)c([N+](=O)[O-])c1	2	3	-2	-3	1.8	-0.1	10	-2	-2
38	N#C/C(=C/c1ccc(-c2ccc(S(N)(=O)=O)cc2)o1)C(=O)Nc1ccccc1	-1	6	-1	-11	2.2	9.7*	-11	1	-15
39	Cc1ccc2c(=O)cc(C(=O)Nc3ccc(S(=O)(=O)Nc4onc(C)c4C)cc3)oc2c1	-13	4	0	0	-0.5	0.0	8	-1	1
40	COc1ccc(NS(=O)(=O)c2cccc(C(=O)NCC3(N4CCCCC4)CCCCC3)c2)cc1	0	5	-5	5	-2.3	-0.2	-1	5	3
41	O=C(OC(C(=O)Nc1ccc(Cl)cc1C(F)(F)F)c1ccccc1)C1=COCCO1 (stereo unspecified)	18	-44	0	2	3.2	-0.1	-4	1	3
42	COc1ccc2c(c1OC)C(=O)N(c1ccc(C)cc1)C2	1	0	-2	2	2.9	-0.2	-2	-1	-3
43	O=C(c1n[nH]c2c1CCCC2)n1ccnc1	-11	1	-1	9	-0.7	-0.2	-2	-6	-7
44	COc1ccc(N2CC(C(=O)Nc3nc4ccc(S(C)(=O)=O)cc4s3)CC2=O)cc1 (stereo unspecified)	18	-2	7	-10	1.3	0.0	2	2	35
45	O=c1[nH]cnc2cc(-c3ccc(Br)cc3)sc12	14	0	4	5	0.2	0.2	-7	-2	1
46	O=C(O)CCNS(=O)(=O)c1cccc2nsnc12	0	0	-3	-2	-0.5	0.0	-8	-4	4
47	Cc1cc(C(=O)NCc2ccco2)no1	-4	-2	2	-1	2.0	-0.1	-12	-3	-3
48	O=C(Oc1nsnc1N1CCOCC1)N1CCOCC1	0	-1	-2	8	0.6	-0.1	-2	-4	-1
49	O=C(CN(Cc1ccccc1)C(=O)c1csnn1)NCc1ccc2c(c1)OCO2	13	-2	3	2	-0.9	0.4	-3	-2	-7
50	O=C(O)CC1S/C(=N\N=C2\C(=O)Nc3ccccc32)N(c2ccc(O)cc2)C1=O (stereo unspecified)	-9	1	2	-4	2.3	-0.2	-11	0	-3

Taken from the results shown, 2 compounds:
#	mol	JMJD2C inh	Fh CTSL1 inh	PP1 inh	proCasp3 act	PP5 primary	Efflux pump inh	proCasp7 act	TPT1 inh	HCV core dimer
26	COc1ccc(NC(=O)Cc2c[nH]c3ccccc23)cc1S(=O)(=O)N1CCOCC1	-4	3	-2	-5	1.2	-0.2	2	-3	-3
27	c1cnc(-c2nnc3n2CCCCC3)cn1	-9	0	-3	9	-2.1	0.1	-10	3	1

Other records:
#	mol	JMJD2C inh	Fh CTSL1 inh	PP1 inh	proCasp3 act	PP5 primary	Efflux pump inh	proCasp7 act	TPT1 inh	HCV core dimer
51	CCN(CC(=O)Nc1ccc(NC(C)=O)cc1)C(=O)c1sc2nc3n(c(=O)c2c1C)CCC3	-1	nt	-3	3	-1.8	0.0	-2	nt	nt
52	CCn1c(SCC(=O)NC2CC2)nnc1-c1ccc(F)cc1	13	-3	2	-6	1.8	0.1	6	0	0
53	CSc1ccccc1OCc1cc(C(=O)N2CCC(Oc3cccnc3)CC2)no1	-11	-4	4	-2	5.6	0.4	-4	2	5
54	CN1CCN(c2ccc(NC(=O)c3cc([N+](=O)[O-])ccc3N3CCOCC3)cc2)CC1	2	9	-2	-4	0.6	0.0	-4	-2	-10
55	CSc1ccccc1NC(=O)C1=COCCO1	15	0	-2	3	3.4	0.3	4	2	2
56	O=C(O)c1cc(C2CC2)nn1-c1ccccc1	6	-5	10	4	0.9	0.2	4	-2	-4
57	CCCCC(CCC(=O)Nc1cc([N+](=O)[O-])ccc1O)C(=O)O (stereo unspecified)	-13	5	7	-18	1.0	-0.2	2	-7	-2
58	CCOc1cccc2sc(=NC(=O)CCS(=O)(=O)c3ccc(F)cc3)n(C)c12	24	11	2	4	1.6	0.0	-4	0	8
59	Cc1ccc(C(=O)CSc2nnc(-c3snnc3C)n2C2CC2)cc1	-6	-3	4	0	1.8	-0.1	4	-4	-3
60	COc1cc2c3c(c1)/C(=C1/SC(NC(C)=O)=NC1=O)C(=O)N3C(C)(C)C=C2C	-22	-1	2	-19	-0.3	-0.2	-20	-8	1
61	O=C(NCc1ccc2c(c1)CCO2)Nc1ccccc1	-1	0	-2	7	0.1	-0.1	1	-4	1
62	COc1ccc2cc(C=NS(=O)(=O)c3ccc(C)cc3)n(C)c2c1	5	nt	-1	0	-1.9	0.3	-7	nt	nt
63	O=C(Nc1ccccc1N1CCOCC1)C1CCN(S(=O)(=O)c2ccc(F)cc2)CC1	-5	2	-3	-2	-0.7	0.1	-8	1	-4
